Bioassay records from PubChem BioAssay.
INS promoter inh: TRM-6 insulin promoter activity inhibition; TRM-6 cells (human fetal islet line), insulin promoter-eGFP reporter, imaging; reporter expression induced with tamoxifen; inhibition, % at 2 µM; actives 0.9% (n = 130,000);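 active means inhibition above the mean plus 3 SD, with well images judged a real hit on visual review, cut at about 60% in these data, passing the limit was not always enough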
sdo1 growth: restores growth of sdo1-depleted yeast; actives 0.21% (n = 140,000); z-score at 10 µM; S. cerevisiae sdo1-depleted JHY4D growth rescue, OD600 30 h; stronger effect = higher value; pdr5 snq2 efflux-pump mutant strain;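 active means z-score above 3 at both the 24 hr and the 30 hr optical density reads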;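 further: z-score against mean and SD of all compound wells on the same plate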
sdo1 growth Rescue 24 h: also measured in sdo1 growth; calls as there; z-score; S. cerevisiae sdo1-depleted JHY4D growth rescue, OD600; measured here: growth rescue at 24 h;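 0 is the plate mean of compound wells and units are plate SD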
The depositor's hits bear a star; i = inactive; · = not tested or not shown. This is a random part of the collection; overall some 0.99% were active at least once.

nr	SMILES	INS promoter inh	sdo1 growth	sdo1 growth Rescue 24 h
1	CCc1c(C)sc(NC(=O)Cn2nc(C(F)(F)F)c3c2CCCC3)c1C#N	42	0.76	1.5
2	O=C(CN1CCN(C(=O)c2ccco2)CC1)Nc1ccc2c(c1)OCO2	-68	·	·
3	CC(=O)N1CC[n+]2c(-c3ccc(Cl)cc3Cl)csc21	-75	-0.62	-0.45
4	CC(C)(C)C1(O)CC(C(F)(F)F)=NN1C(=O)Cc1ccc([N+](=O)[O-])cc1 (stereo not drawn)	-47	·	·
5	COCCCN1C(=O)C(=O)/C(=C(/O)c2ccc(OCC(C)C)cc2C)C1c1cccnc1 (stereo not drawn)	42	0.26	-0.18
6	Cc1onc(-c2ccccc2)c1C(=O)NCC1CCCO1 (stereo not drawn)	i	0.57	0.66
7	COc1ccc(-c2noc(CCC(=O)NCCCN3CCC(C)CC3)n2)cc1	-5	-0.35	-1.3
8	COc1ccccc1Nc1ncnc2nc[nH]c12	·	0.02	0.23
9	Cc1ccc2[nH]c3c(c2c1)CCCC3C(N)=O (stereo not drawn)	·	0.15	-0.8
10	Cc1coc2cc3oc(=O)cc(C)c3cc12	13	0.55	-0.46
11	COc1ccc(-c2nnn(CCc3nn[nH]n3)n2)cc1	75*	·	·
12	Cc1c(C(=O)O)[nH]c2c1C(=O)CC(c1ccc(Cl)cc1)C2 (stereo not drawn)	-30	0.02	-0.54
13	Cc1ccccc1OCCC(=O)Nc1ccc(F)c(Cl)c1	-36	-1.6	-1.8
14	Cc1ccc(NC2=CC(=O)CCC2)cc1C	-19	0.25	-0.43
15	COc1ccc(CCNC(=O)c2ccc(CS(=O)(=O)c3ccc(Br)cc3)o2)cc1OC	-45	·	·
16	O=C(NCc1ccccc1)c1noc2c1CCCCC2	·	-0.06	-0.24
17	Cc1c(C(=O)NCCN2CCOCC2)sc2nc(-c3ccc(F)cc3)cn12	-6	·	·
18	COc1ccc(-c2nc(C#N)c(N3CCCCCC3)o2)cc1OC	-18	-1.8	-1.2
19	Cc1cc(OCC(=O)NCc2ccncc2)ccc1Cl	-33	·	·
20	COCCCN1CC23C=CC(O2)C(C(=O)O)C3C1=O (stereo not drawn)	·	2.3	2.7
21	CCCc1[nH]nc2c1C(c1ccccc1OC)C(C#N)=C(N)O2 (stereo not drawn)	-6	0.36	0.25
22	O=C1c2ccccc2C(Nc2ccccc2)N1c1cccnc1 (stereo not drawn)	·	-0.51	-0.91
23	COc1ccc(Br)c(C(=O)Nn2c(C)nc3ccccc3c2=O)c1	·	-0.9	-1.9
24	COc1ccc(N2CCN(C(=O)c3ccc4nc(N5CCCCC5)sc4c3)CC2)cc1	·	-0.37	0.24
25	Nc1ccc(S(=O)(=O)Nc2ccccn2)cc1	-33	-0.02	0.04
26	FC(F)Oc1ccc(NC(=S)NCC2COc3ccccc3O2)cc1 (stereo not drawn)	11	-0.3	-0.12
27	CCCCCc1c(O)nc(SCCN(CC)CC)[nH]c1=O	22	·	·
28	Cn1cc(S(=O)(=O)N2CCN(c3cccc(C(F)(F)F)c3)CC2)c(=O)n(C)c1=O	·	0.39	0.16
29	COc1ccc2c(c1)O[C@@H](c1cccc(C(F)(F)F)c1)[C@H](OC(=O)Nc1ccc(OC(F)F)cc1)C2=O	35	0.1	0.68
30	CCCn1c(N)c(NCCN2CCOCC2)c(=O)n(CC(=O)NCc2ccccc2)c1=O	-36	·	·

Random excerpt: 3 entries already listed.
nr	SMILES	INS promoter inh	sdo1 growth	sdo1 growth Rescue 24 h
3	CC(=O)N1CC[n+]2c(-c3ccc(Cl)cc3Cl)csc21	-75	-0.62	-0.45
10	Cc1coc2cc3oc(=O)cc(C)c3cc12	13	0.55	-0.46
25	Nc1ccc(S(=O)(=O)Nc2ccccn2)cc1	-33	-0.02	0.04

Going on with the list.
nr	SMILES	INS promoter inh	sdo1 growth	sdo1 growth Rescue 24 h
31	CCN1CCN(CCC(=O)Nc2ccc(Br)cc2)CC1	-48	·	·
32	COc1ccc(CCC(=O)Nc2nc3ccccc3[nH]2)cc1OC	25	0.9	0.82
33	CCCn1c(=O)[nH]c(=O)c2c1nc(-c1ccc(OC(F)(F)C(F)C(F)(F)F)cc1)n2CCOC (stereo not drawn)	-3	-0.93	-1.2
34	Cc1ccc2cc(CN(CC3CCCO3)S(=O)(=O)c3c(C)ccc4nsnc34)c(=O)[nH]c2c1 (stereo not drawn)	-18	-0.14	-0.78
35	COc1ccc(/C=C/c2nc3cc(-c4ccccc4)ccc3o2)cc1O	-2	-1.1	-1.5
36	O=C(NCc1cccnc1)C1CCC(CNS(=O)(=O)c2ccc(Cl)cc2)CC1 (stereo not drawn)	36	·	·
37	O=C(CNC(=O)c1ccc(Br)o1)NCc1ccc2c(c1)OCO2	44	0.9	0.33
38	O=C(C(=O)N1CC=C(c2ccccc2)CC1)c1c[nH]c2ccccc12	·	-1.1	-1.3
39	CCCCNc1cc(=O)n(C)c(=O)[nH]1	·	1.2	1.1
40	CCCCSc1nnc(NC(=O)CCc2ccccc2)s1	17	0.1	0.01
41	CCC(=O)NNc1cccc(Cl)n1	·	0.46	-0.75
42	O=S(=O)(Nc1ccc(-c2nc3cccnc3s2)cc1)c1cccs1	·	-0.11	2.2
43	COc1cccc(Nc2nnc(SCN3C(=O)c4ccccc4C3=O)s2)c1	·	-0.56	-0.25
44	CCOC(=O)c1c(NC(=O)/C=C\C(=O)O)sc(C)c1-c1ccccc1	5	·	·
45	COc1ccc(N(CC(=O)Nc2cccc([N+](=O)[O-])c2C)S(C)(=O)=O)cc1OC	21	1.9	2.9
46	CC1=[N+]([O-])C(C)(C)C(c2ccc(Br)cc2)=[N+]1[O-]	22	0.04	-0.7
47	CC(=O)Nc1cccc(-c2csc(Nc3ccc(C)cn3)n2)c1	·	-1.7	-1.6
48	COc1ccc(S(=O)(=O)N2CCCCC2)cc1NC(=O)CN(C)C1CCCCC1	25	·	·
49	O=C(COc1ccc(S(=O)(=O)N2CCCCC2)cc1)N1CCCCCC1	21	-0.64	-1.8
50	O=C(COC(=O)Cc1ccc(Cl)cc1Cl)Nc1ccccc1OC(F)F	-20	-1.2	-0.32
51	CC(C)(C)N(NC(=O)Nc1ccc(Cl)c(Cl)c1)C(=O)c1ccccc1	23	0.18	0.42
52	COc1ccc(S(=O)(=O)N(C)C)cc1NS(=O)(=O)c1ccc(F)c(F)c1F	-33	0.78	0.43
53	c1ccc2c(c1)NC1(CCCCC1)n1c-2nc2ccccc21	·	0.37	-0.56
54	O=C(NCc1cccnc1)C1CC2c3ccccc3C1c1ccccc12 (stereo not drawn)	-30	0.69	0.96
55	Fc1ccc(-c2ccnc3nc(-n4cccc4)nn23)cc1	-22	-0.62	-0.14
56	Cc1ccc(Nc2nc(=O)[nH]nc2C)cc1	·	0.39	0.17
57	CCOC(=O)C(C(=O)Nc1cccc(C)c1)C1CCCCC1 (stereo not drawn)	-42	-0.41	0.21
58	C=CCOc1cccc(/C=N/NC(=O)CN(c2cc(Cl)ccc2OC)S(=O)(=O)c2ccc(C)c([N+](=O)[O-])c2)c1	13	-0.68	-0.7
59	CCCCCCCCn1c2c(c(=N)c3ccccc31)CCC2	-62	·	·
60	CC(C)(C)c1ccc(/C=C2\SC(=O)N(CCNC(=O)c3cccc(S(=O)(=O)N4CCOCC4)c3)C2=O)cc1	-33	1.2	1.9

Going on with the list:
nr	SMILES	INS promoter inh	sdo1 growth	sdo1 growth Rescue 24 h
61	CCOc1ccc(N(CC(=O)N2CC=C(c3ccccc3)CC2)S(=O)(=O)c2c(C)noc2C)cc1	·	-1.3	-1.2
62	Cc1ccc(C(=O)NNC(=O)c2cccc(S(=O)(=O)N3CCN(c4ccccc4)CC3)c2)cc1	-83	0.75	0.27
63	CC(OC(=O)CNC(=O)C12CC3CC(CC(C3)C1)C2)C(=O)Nc1ccc(S(N)(=O)=O)cc1 (stereo not drawn)	32	·	·
64	Cc1cccc(C(=O)N2CCC(Cc3ccccc3)CC2)c1[N+](=O)[O-]	22	-0.44	-0.49
65	CCN(C(=S)Nc1ccccc1F)C1CCCCC1	·	-0.48	-1.2
66	O=C(Cn1cnc2ccccc2c1=O)NCCC(=O)N1CCN(Cc2ccccc2)CC1	-24	1.4	0.25
67	CCOc1ccc(Oc2cc(NC(=O)c3ccco3)cc([N+](=O)[O-])c2)cc1	·	-1.8	-1.6
68	O=C(OCCN1CCCCC1)c1ccccc1Cl	·	2.1	2.9
69	CC(C)CC(NC(=O)OC(C)(C)C)C(=O)NCc1ccccc1 (stereo not drawn)	-36	0.53	0.9
70	Cc1ccc(Oc2nc(-c3ccccc3)ncc2S(C)(=O)=O)cc1	-18	-1.5	-0.83
71	N#Cc1ccccc1Cn1cc(C#N)c2ccccc21	-462	-1	-0.63
72	CC1CCN(C(=O)/C(=C/c2ccccc2Cl)c2ccccc2)CC1	-27	-1	-0.92
73	CCCCCCCCNC(=O)CC(NS(=O)(=O)c1ccc(NC(C)=O)cc1)C(C)C (stereo not drawn)	-78	-0.67	-1.1
74	CC(C)C(NC(=O)CC12CC3CC(CC(C3)C1)C2)C(=O)O (stereo not drawn)	·	1.3	1.1
75	CCOC(=O)N1CCC(=NNc2ccnc3cc(Cl)ccc23)CC1	i	·	·
76	Cn1c(CN2CCOCC2)nnc1SCc1cccc(F)c1	-8	·	·
77	COc1ccc(-n2c(C)nc3sc4c(c3c2=O)CCC4)cc1	44	·	·
78	CCOC(=O)C1=C(c2ccccc2)NC(SC)=C(C#N)C1c1cccnc1 (stereo not drawn)	-60	0.13	-0.01
79	Cc1cccc(NC(=S)/N=C(\N)Nc2nc(C)c3ccccc3n2)c1	-4	-1	-0.07
80	CC(C)c1cc(-c2n[nH]c(=S)n2Cc2ccccc2)cs1	46	-2	-0.82
81	CCOc1ccc(N2C(=O)c3ccccc3C2O)cc1 (stereo not drawn)	·	1.4	1.3
82	CCCn1nnc(NC(=O)c2cc3ccccc3o2)n1	-27	0.56	0.41
83	O=C(CN1C(=O)CC(c2ccco2)Sc2ccccc21)Nc1ccc2c(c1)OCCO2 (stereo not drawn)	-15	0.06	0.24
84	O=C(NCc1cccs1)c1ccc(Cl)s1	11	-0.95	-0.82
85	CCCCc1nc(N2CCOCC2)c(C#N)c2c1CCCC2	·	-0.62	0.71
86	CN1C(=O)C(Cl)(Cl)C(=O)c2ccccc21	-58	0.49	-0.12
87	CC(C)c1ccc(CN2CCC(C(=O)NCc3cccnc3)CC2)cc1	25	0.7	0.29
88	COc1cccc(NC(=O)COC(=O)CCCc2c[nH]c3ccccc23)c1	31	-1.6	-1.1
89	COc1cc(CNc2ccc3[nH]c(=O)[nH]c3c2)ccc1OCC(=O)NC(C)(C)C	-64	0.65	0.35
90	O=C(c1ccc(Br)o1)N1CCCc2ccccc21	-23	-0.38	-0.16
91	CCOC(=O)N1CCC(NC(=O)c2sc(-n3cccc3)nc2C)CC1	-14	-0.48	-0.71
92	COc1cc(NC(=O)C2CCN(S(=O)(=O)c3cccc4nonc34)CC2)cc(OC)c1	·	0.25	0.58

Compounds listed so far containing fluorine (13):
nr	SMILES	INS promoter inh	sdo1 growth	sdo1 growth Rescue 24 h
1	CCc1c(C)sc(NC(=O)Cn2nc(C(F)(F)F)c3c2CCCC3)c1C#N	42	0.76	1.5
4	CC(C)(C)C1(O)CC(C(F)(F)F)=NN1C(=O)Cc1ccc([N+](=O)[O-])cc1 (stereo not drawn)	-47	·	·
13	Cc1ccccc1OCCC(=O)Nc1ccc(F)c(Cl)c1	-36	-1.6	-1.8
17	Cc1c(C(=O)NCCN2CCOCC2)sc2nc(-c3ccc(F)cc3)cn12	-6	·	·
26	FC(F)Oc1ccc(NC(=S)NCC2COc3ccccc3O2)cc1 (stereo not drawn)	11	-0.3	-0.12
28	Cn1cc(S(=O)(=O)N2CCN(c3cccc(C(F)(F)F)c3)CC2)c(=O)n(C)c1=O	·	0.39	0.16
29	COc1ccc2c(c1)O[C@@H](c1cccc(C(F)(F)F)c1)[C@H](OC(=O)Nc1ccc(OC(F)F)cc1)C2=O	35	0.1	0.68
33	CCCn1c(=O)[nH]c(=O)c2c1nc(-c1ccc(OC(F)(F)C(F)C(F)(F)F)cc1)n2CCOC (stereo not drawn)	-3	-0.93	-1.2
50	O=C(COC(=O)Cc1ccc(Cl)cc1Cl)Nc1ccccc1OC(F)F	-20	-1.2	-0.32
52	COc1ccc(S(=O)(=O)N(C)C)cc1NS(=O)(=O)c1ccc(F)c(F)c1F	-33	0.78	0.43
55	Fc1ccc(-c2ccnc3nc(-n4cccc4)nn23)cc1	-22	-0.62	-0.14
65	CCN(C(=S)Nc1ccccc1F)C1CCCCC1	·	-0.48	-1.2
76	Cn1c(CN2CCOCC2)nnc1SCc1cccc(F)c1	-8	·	·
